Compound activity from PubChem.
ALOX12 inh: blocks human arachidonate 12S-lipoxygenase | P18054 | purified 12hLO, xylenol orange hydroperoxide absorbance | Potency, µM (series often up to 108 µM), for inactives: top-dose activity change, negative = inhibition, hits mostly inhibitors | 580,000 tested, 1.1% active | AID 1671190; active = well fitted inhibition curve with a large enough effect; inconclusive = small, poorly fitted or top-dose-only effect, or another doubt; inactive = no such curve, though single readings can be large or run the other way
Target sequence (P18054 whole entry, looked up): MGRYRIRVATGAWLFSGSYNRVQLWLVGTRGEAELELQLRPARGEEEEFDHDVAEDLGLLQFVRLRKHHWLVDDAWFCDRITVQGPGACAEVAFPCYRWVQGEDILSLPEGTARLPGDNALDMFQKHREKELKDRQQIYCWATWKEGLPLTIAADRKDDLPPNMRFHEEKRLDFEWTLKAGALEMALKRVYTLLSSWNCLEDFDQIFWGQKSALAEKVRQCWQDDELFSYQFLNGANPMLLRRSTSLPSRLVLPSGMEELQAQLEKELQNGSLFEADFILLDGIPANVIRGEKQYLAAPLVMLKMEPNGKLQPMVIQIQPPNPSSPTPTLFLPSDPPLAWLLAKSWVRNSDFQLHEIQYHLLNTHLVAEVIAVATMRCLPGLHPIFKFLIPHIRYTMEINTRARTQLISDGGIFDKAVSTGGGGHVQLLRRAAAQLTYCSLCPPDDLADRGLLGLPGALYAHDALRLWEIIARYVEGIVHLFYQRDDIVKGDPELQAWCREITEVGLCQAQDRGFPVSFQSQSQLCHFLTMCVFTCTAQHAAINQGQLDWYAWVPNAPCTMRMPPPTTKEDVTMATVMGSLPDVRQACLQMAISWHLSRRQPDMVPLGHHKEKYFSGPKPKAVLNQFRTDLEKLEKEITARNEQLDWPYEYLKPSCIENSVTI
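Hydroperoxide product was detected by ferrous iron/xylenol orange as the 573 to 405 nm absorbance ratio. Arachidonic acid at 40 uM (final) was turned over for 30 min at room temperature by 150 nM human 12hLO, pH 7.0 Hepes buffer, after 15 min compound preincubation.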
* = called active by the depositor; ? = inconclusive; [ ] = dose if it differs, or a comment. % is set by controls: 0 for no effect and ±100 for the full control effect; potency is the fitted concentration of half-maximal effect. A portion of the library, so the mix of outcomes need not match the whole.

ALOX12 inh | Structure
-12% | CCc1ccc(C(=O)N2CCN(C(=O)c3nnn4c3COC(c3ccc(F)cc3)C4)CC2)cc1 (stereo unspecified)
-15% | CC1=Nc2cc(C(=O)NC(C)c3ccc4c(c3)OCCO4)ccc2Sc2ccc(Cl)cc21 (stereo unspecified)
-26% | CCCCCCCCN1C(=O)[C@@H](CC(=O)NCc2ccc(OC)c(OC)c2)C[C@@]2(C(=O)OC)C1=C[C@H](C(C)C)O[C@@H]2C1CC1
-7%[176 µM] | O=c1c2nc(-c3ccccc3)ccc2ncn1Cc1ccccc1
24% | CCOc1ccc(C(=O)NCCn2ccn3nc(-c4ccc(OC)cc4)cc3c2=O)cc1
14% | O=C(CCc1nc(C2CCCN2C(=O)CC2CCCC2)no1)NCc1ccccc1 (stereo unspecified)
1%[6.33 µM] | CN(C)CCC(=O)N1Cc2ccccc2CC2(CCCN(CC3CCOCC3)C2)C1 (stereo unspecified)
36% | CCOc1ccc(C(=O)NC2CCN(c3cn[nH]c(=O)c3)CC2)cc1
23% | COc1ccc(F)cc1C(C(=O)O)N1CCCN(c2ncccn2)CC1 (stereo unspecified)
7% | Cc1ccc(-c2ncc(NC(=O)c3ccc(F)c(F)c3)cn2)cc1
15%[176 µM] | CC(C)CNC1(Cc2cc(-c3ccc(F)cc3)on2)COC1
13% | Cc1nc(CN2C(=O)OC3(CCN(C(=O)Cc4ccc(O)cc4)CC3)C2(C)c2ccccc2)cs1 (stereo unspecified)
11% | O=C(NCCc1cccs1)c1cc2n(n1)CC(c1ccc(Cl)cc1)OC2 (stereo unspecified)
? | Cc1ccc(-c2nc(C(=O)N3CCN(Cc4ccc5c(c4)OCO5)CC3)no2)cc1
43%[activator] | O=C1CCCN1CCCN1C(=O)[C@H]2CN(Cc3ccccc3Cl)C[C@H]2C1=O
46%[activator] | c1ccc(C(CNc2nccc(-c3ccncc3)n2)N2CCOCC2)nc1 (stereo unspecified)
2%[6.33 µM] | CC(=O)NCCC(=O)N1Cc2ccccc2CC2(CCN(Cc3cccnc3)C2)C1 (stereo unspecified)
? | C=CCN1C[C@H](COC(=O)c2cccc(C)c2)Oc2cccc(F)c2S1(=O)=O
-1% | CC(C)c1nc2c(c(-c3ccc(O)cc3)n1)CN(C(=O)N(C)C)CC2
-1%[12.5 µM] | C=CCNC(=O)c1ccnc2[nH]ccc12
1% | O=C(CCc1ccccc1F)NC1CCCN(C2CCCCCC2)C1 (stereo unspecified)
? | CC(C)Nc1ncnc2c1CN(C1CCNC1)C(=O)CN2C (stereo unspecified)
63%[activator] | Cc1cc(C)c2[nH]c(C(=O)N3CCCC3c3nc4ccccc4[nH]3)c(C)c2c1 (stereo unspecified)
20% | CCc1noc(-c2cn(C3CCN(C(=O)c4ccc(F)cc4Cl)C3)nn2)n1 (stereo unspecified)
-10% | Cc1cc(C(=O)N2CCn3nc(C(O)CO)cc3C2)c2c(C)noc2n1 (stereo unspecified)
0% | CCCCC=O
-6% | FC(F)(F)c1ccccc1C(C#Cc1ccccc1)NCc1ccc2c(c1)OCO2 (stereo unspecified)
32%[activator][176 µM] | CC(C)CCN1CCc2ncc(C(=O)NCc3ccccc3)n2CC1
13% | N#Cc1ccc(C(=O)N2C[C@@H]3C[C@H](C2)c2c(-c4ccc5ccccc5c4)ccc(=O)n2C3)cc1
35%[activator] | O=C(N[C@H]1CCOC[C@H]1C1CCOCC1)c1ccc(CN2CCCC2)o1
10% | CN(C)[C@@H]1[C@@H](NC(=O)C2(S(=O)(=O)c3ccccc3)CC2)[C@H]2CCO[C@H]21
10% | O=C(C1CC1)N1CCC(c2nc(C3CCOCC3)no2)C1 (stereo unspecified)
10% | Cc1ccc(CNC(=O)NCC(=O)N2CCCCCNC(=O)CC2c2ccccc2)cc1 (stereo unspecified)
6% | CNC(=O)c1noc([C@@H]2CC(F)(F)CN2C(=O)CCOC)n1
3%[176 µM] | CCCCCC(=O)N1CC[C@@H](CC(=O)NC2CC2)[C@@H](CC)C1
? | Cn1ncc2c(C(=O)NC3CC3)cc(-c3cccc(C(F)(F)F)c3)nc21
17% | CC(C)CN(C1CCOCC1)C1CN(S(=O)(=O)c2cn(C)cn2)C1
19% | CCN(C1CCOCC1)C1CN(C(=O)c2ccncc2)C1
29% | O=C1Nc2ccccc2CC12CCN(Cc1ccc(OC(F)(F)F)cc1)C2 (stereo unspecified)
? | CN1CCC(C(=O)N2Cc3ccccc3CC3(CCN(Cc4cccnc4)C3)C2)CC1 (stereo unspecified)
-6% | CCN(Cc1cn(Cc2ccccc2)nn1)S(=O)(=O)c1ccc(F)cc1Br
59%[activator] | CN1CC(=O)N(c2ccccc2F)Cc2c1ncnc2N1CCC(O)CC1
7%[176 µM] | COCC1(CNCc2c(C)noc2C)C[C@@H](O)[C@@H](O)C1 (stereo partly specified)
-2%[6.33 µM] | O=C(NCc1ccc(F)cc1)C1CCc2nnc(-c3ccc(Cl)nc3)n21 (stereo unspecified)
11% | OCC1CN(c2ccncn2)CC12CCN(Cc1cccc(F)c1F)CC2 (stereo unspecified)
-10% | CC1(CNC(=O)c2cnccn2)CCOCC1
-1%[176 µM] | COc1ccc(-c2cn3c(n2)CO[C@@H](CNC(=O)CCC(=O)O)C3)cc1
5%[176 µM] | FC(F)(F)c1ccccc1-c1ncc[nH]1
29% | Cc1nnc2n1CCC(N(C)C(=O)NCc1ccco1)CC2 (stereo unspecified)
? | COC(=O)C1CN(Cc2cn(CCC3OCCO3)nn2)CCS(=O)(=O)N1Cc1ccccc1 (stereo unspecified)
42%[activator] | c1ccc(-c2nc(CC3CCCNC3)no2)nc1 (stereo unspecified)
0%[176 µM] | COCCNc1c(-c2noc(C)c2C(=O)Nc2ccc(F)c(OC)c2)cnn1C
7% | CNC(=O)[C@@H]1CN(C(=O)c2cnc(C)cn2)C[C@H]1COC
17% | O=C(NCc1ccco1)C1CCN(C(=O)c2ncn3c2COC(c2ccc(F)cc2)C3)CC1 (stereo unspecified)
5% | CO[C@H]1C(=O)N(C(C)C)[C@H]1C1CCN(C(=O)c2ccc(Cn3nc(C)cc3C)o2)CC1
14% | O=C1CCN(C(=O)C2CCN(C(=O)c3ccoc3)CC2)CCCCCCN1
43%[activator] | COc1ccc(C(CC(=O)NCCc2ccc(OC)c(OC)c2)c2c[nH]c3ccccc23)c(OC)c1 (stereo unspecified)
19%[176 µM] | COc1ccc2nc([C@H]3CCN(Cc4ccc(C(=O)O)cc4)C3)[nH]c2c1
? | O=C1Nc2ccccc2CN(CC2CCOCC2)C12CCNCC2
14% | CN1C(=O)c2cccn2CC1CNC(=O)CCCc1ccccc1 (stereo unspecified)

Going on with the list.
ALOX12 inh | Structure
22% | CCOc1ccccc1CNC(=O)c1c(OCC)cc(=O)n2c1CCCC2
36% | O=C(CC1CCOCC1)N1CCC(Cc2ccccc2)CC1
50%[activator] | CCCN(CC1CCOC1)C(=O)NC (stereo unspecified)
30% | Cc1ccc(C(=O)N2CCC(N3C(=O)CCC3C(=O)NCc3ccccc3)CC2)cc1 (stereo unspecified)
61%[activator] | O=C(Nc1ccc(Oc2ccccc2)cc1)N[C@H]1CO[C@H]2[C@@H]1OC[C@@H]2n1nnnc1Oc1ccc(-n2ccnc2)cc1
? | O=c1[nH]c(C2CCN(Cc3ccc(OC(F)(F)F)cc3)CC2)nn1Cc1ccccc1
95%[activator] | O=C(NCCCn1ccnc1)C1CCCN(c2nc(-c3ccccc3)nc3c2CCC3)C1 (stereo unspecified)
26% | COCCCNC(=O)C1CCN(C(=O)c2nnn3c2COC(c2ccc(C)cc2)C3)CC1 (stereo unspecified)
30%[activator] | COC[C@@H]1CN(Cc2ccc(OC)c(C)c2)C[C@H]1C(=O)NC1CC1
36%[activator] | Cc1noc(C2CC3(CCN(C(=O)Cn4c(=O)oc5ccccc54)CC3)CN2C)n1 (stereo unspecified)
46%[activator] | COc1ccc(C(=O)NC2CCN(c3cc(-c4ccccc4)[nH]n3)CC2)cc1
-2%[176 µM] | COc1ccc(-c2nc(N3CCOCC3)cc3c2CN(Cc2cnn(C)c2)C3=O)cn1
15% | NC(=O)[C@@H]1CN(C(=O)c2ccccn2)C[C@H]1COc1ccccc1
1% | C[C@H]1[C@@H]2[C@@H](O)C([C@H](C)C(=O)NCc3ccccc3)CC[C@@]2(C)CC[C@@H]1NC(=O)c1ccccc1 (stereo partly specified)
8% | COc1ccc(CNC(=O)c2cn3ccnc(-c4ccccc4)c3n2)cc1OC
12% | O=C(c1nnc(CNc2ccc(OC(F)(F)F)cc2)n1-c1ccccc1)N1CCC[C@@H]1CN1CCCC1
6% | COc1cc(OC)c(NC(=O)NNC(=O)C(=O)NC2CC2)cc1Cl
72%[activator][176 µM] | COCCN1Cc2ccc(NCC(C)C)nc2C(C)(C(=O)Nc2cccc(F)c2)C1 (stereo unspecified)
-16% | CCc1nc2cc(N3CCC(C(=O)NCc4ccccc4F)CC3)cnc2nc1CC
0% | CCNC(=O)N1CCN(c2ccc(N3CCN(C(=O)NCC)[C@@H](C)C3)c(C)c2)[C@@H](C)C1
10% | CNC(=O)N1CCC(C2CCN(S(=O)(=O)c3cc(F)ccc3OC)C2)CC1 (stereo unspecified)
28% | Cc1ccc(-c2nc(C3CC(=O)N(c4ccc(F)cc4)C3)no2)cc1C (stereo unspecified)
8% | Cc1ccc2c(c1)N(C(=O)Cn1ccn3nc(-c4ccc(F)cc4)c(CO)c3c1=O)CCO2
-3%[176 µM] | COc1ccc(C(=O)N2C[C@@H](F)[C@@H](OCc3nc4ccccc4[nH]3)C2)cc1
2% | Cc1nc(-c2c3n(c(=O)n(CCOc4ccccc4)c2=O)CCCCC3)no1
11%[6.33 µM] | CCCN1CCCCC12Cc1ccccc1CN(C(=O)c1c(C)noc1C)C2 (stereo unspecified)
6% | CN(C)S(=O)(=O)N1CCc2nc3cc(-c4ccccc4)[nH]n3c(=O)c2C1
13% | COc1ccc(OCc2nc(C)c(CCO)c(=O)n2CC(=O)NC(C)CCc2ccccc2)cc1 (stereo unspecified)
83%[activator] | C[C@@H](c1ccccc1)N(C)C(=O)c1cc(Cn2cnc3ccccc32)[nH]n1
-7% | C=C1CCC[C@]2(C)C[C@H]3OC(=O)[C@H](CNCCc4ccccc4OC)C3CC12 (stereo partly specified)

Some of these compounds in order of their number in ALOX12 inh, highest first.
ALOX12 inh | Structure
36% | O=C(CC1CCOCC1)N1CCC(Cc2ccccc2)CC1
28% | Cc1ccc(-c2nc(C3CC(=O)N(c4ccc(F)cc4)C3)no2)cc1C (stereo unspecified)
26% | COCCCNC(=O)C1CCN(C(=O)c2nnn3c2COC(c2ccc(C)cc2)C3)CC1 (stereo unspecified)
15% | NC(=O)[C@@H]1CN(C(=O)c2ccccn2)C[C@H]1COc1ccccc1
13% | COc1ccc(OCc2nc(C)c(CCO)c(=O)n2CC(=O)NC(C)CCc2ccccc2)cc1 (stereo unspecified)
2% | Cc1nc(-c2c3n(c(=O)n(CCOc4ccccc4)c2=O)CCCCC3)no1
0% | CCNC(=O)N1CCN(c2ccc(N3CCN(C(=O)NCC)[C@@H](C)C3)c(C)c2)[C@@H](C)C1

Returning to the listing; the 5 compounds before the break are reprinted first.
ALOX12 inh | Structure
11%[6.33 µM] | CCCN1CCCCC12Cc1ccccc1CN(C(=O)c1c(C)noc1C)C2 (stereo unspecified)
6% | CN(C)S(=O)(=O)N1CCc2nc3cc(-c4ccccc4)[nH]n3c(=O)c2C1
13% | COc1ccc(OCc2nc(C)c(CCO)c(=O)n2CC(=O)NC(C)CCc2ccccc2)cc1 (stereo unspecified)
83%[activator] | C[C@@H](c1ccccc1)N(C)C(=O)c1cc(Cn2cnc3ccccc32)[nH]n1
-7% | C=C1CCC[C@]2(C)C[C@H]3OC(=O)[C@H](CNCCc4ccccc4OC)C3CC12 (stereo partly specified)
76%[activator] | CC(C)CCN1CC(C(=O)NCc2ccncc2)C2(CCOCC2)C1 (stereo unspecified)
20% | CC(C)CN1CCN(c2nc(CCN)nc3ccccc23)CC1CCO (stereo unspecified)
? | CCC(CC)Nc1ncnc2c1CN(C1CCCNCC1)C(=O)CN2C (stereo unspecified)
31%[176 µM] | CC(C)CCN1CCCC2(C1)NC(=O)c1ccccc1O2 (stereo unspecified)
-3% | CC1CCC2(CC1)NC(=O)N(CC(=O)NCc1cccc(Br)c1)C2=O (stereo unspecified)
12% | O=C([C@@H]1C[C@H](Oc2ccccc2)CN1C(=O)Cc1c[nH]c2ccccc12)N1CCOCC1
23%[176 µM] | COCC(=O)NC[C@H]1COCc2nc3cc(S(C)(=O)=O)ccc3n21
-2%[176 µM] | CN1CC(=O)N(c2ccccc2)Cc2c(NC3CCCC3)ncnc21
37%[activator] | O=C(c1ccoc1)N1CCC(N2C(=O)C3(CCCCC3)C2c2ccncc2)CC1 (stereo unspecified)
11%[176 µM] | CN(Cc1ccc(F)cc1)Cc1cccc2ccccc12
31%[57.4 µM] | C[C@@H]1[C@H](O)[C@@H](C)C=CC=CC=CC=CC=CC=CC=C[C@H](O[C@@H]2O[C@H](C)[C@H](O)[C@H](N)[C@@H]2O)C[C@@H]2O[C@](O)(C[C@@H](O)C[C@@H](O)[C@H](O)CC[C@@H](O)C[C@@H](O)CC(=O)O[C@H]1C)C[C@H](O)[C@@H]2C(=O)O
40%[activator] | Cc1ccn(CC(=O)N2CCCC(CCc3ccccc3C)C2)n1 (stereo unspecified)
3% | O=C(NC1CC1)[C@@H]1CN(Cc2ccc(F)cc2F)C[C@H]1CO

Individual results from the list:
For ALOX12 inh, CN1CC(=O)N(c2ccccc2)Cc2c(NC3CCCC3)ncnc21 is listed with -2%[176 µM]
For ALOX12 inh, CC(C)CN1CCN(c2nc(CCN)nc3ccccc23)CC1CCO (stereo unspecified) is listed with 20%
